Bioassay records: PubChem, National Center for Advancing Translational Sciences (NCATS)
Akt phos inh = inhibitors of Akt phosphorylation; Neuro2A IGF-stimulated pAkt S473 HTRF, 20 min; stronger effect = lower value; activity change, % for hits at 50 µM; hit rate 0.32% among 360,000; in the data active = activity change below about -80%; inconclusive = mostly about -51% to -80%; also: % is scaled to controls: 0 for no effect and ±100 for the full control effect
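Neuro2A cells in DMEM with 0.5% FBS, overnight at 37 deg C, given compound at single 50 µM final, then IGF (6 nM final) for 20 min at 37 deg C. Lysed; phospho-Akt Ser473 by HTRF after 24 h, 665/615 ratio.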
aSyn yeast inh = rescues yeast growth from alpha-synuclein toxicity. Yeast expressing alpha-synuclein, growth rescue, BacTiter-Glo, 24 h. Potency, µM (doses to about 46.1 µM), for the others: top-dose growth rescue (activation), actives largely listed as activators. hit rate 0.14% among 370,000; also: potency is read from the fitted curve at half-maximal effect; % of control where 0% means no effect; nearly all actives have a fitted effect of over 65% in size
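Screening used galactose-induced yeast with toxic alpha-synuclein levels, exposed to compound for 24 hr at 30 deg C. Cell growth, read with BacTiter-Glo luminescence, gave the measured signal.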
Mm-Cpn inhibitor = M. maripaludis TRiC chaperonin inhibition; purified Mm-Cpn ATPase, ADP Transcreener TR-FRET; Potency, µM (top dose mostly 76.9 µM), for inactives: at the top dose activity, negative = inhibition, hits mostly inhibitors; hit rate 0.031% among 330,000; also: potency is read from the fitted curve at half-maximal effect; % is scaled to controls: 0 for no effect and ±100 for the full control effect; nearly all actives have a fitted effect of over 80% in size
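Compound-treated chaperonin, 25 nM final, turns over 10 uM ATP at 37°C for 30 min following a 10 min preincubation; ADP generated competes with ADP-d2 for Eu-cryptate antibody, lowering FRET.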
Abeta rescue = compounds reversing amyloid beta toxicity in yeast; hit rate 0.063% among 410,000; yeast expressing A-beta42, growth rescue, OD600, 48 h; response scale: 0% DMSO, 100% iron-clioquinol control; Potency, µM (highest dose often 46.1 µM), without a hit: top-dose growth rescue, most hits filed as activators; AID 1347071; also: potency is read from the fitted curve at half-maximal effect; nearly all actives have a fitted effect of over 55% in size
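Growth rescue measured by 600 nm absorbance after 48 h yeast culture at 30 C with compound. Values normalized between DMSO and an equimolar ferric chloride plus clioquinol control.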
GLP1R inv ag = GLP-1 receptor (human) inverse agonism. HEK293 GLP-1R CRE-luciferase, luminescence, 24 h; GLP-1R form is constitutively active. hit rate 1.6% among 410,000. Potency, µM (titrated, usually from 38.3 µM), without a hit: at the highest dose activity change, negative = inhibition, actives largely listed as inhibitors. AID 624417. P43220; also: potency is read from the fitted curve at half-maximal effect; % is scaled to controls: 0 for no effect and ±100 for the full control effect; nearly all actives have a fitted effect of over 55% in size
Target sequence (P43220 whole entry, looked up): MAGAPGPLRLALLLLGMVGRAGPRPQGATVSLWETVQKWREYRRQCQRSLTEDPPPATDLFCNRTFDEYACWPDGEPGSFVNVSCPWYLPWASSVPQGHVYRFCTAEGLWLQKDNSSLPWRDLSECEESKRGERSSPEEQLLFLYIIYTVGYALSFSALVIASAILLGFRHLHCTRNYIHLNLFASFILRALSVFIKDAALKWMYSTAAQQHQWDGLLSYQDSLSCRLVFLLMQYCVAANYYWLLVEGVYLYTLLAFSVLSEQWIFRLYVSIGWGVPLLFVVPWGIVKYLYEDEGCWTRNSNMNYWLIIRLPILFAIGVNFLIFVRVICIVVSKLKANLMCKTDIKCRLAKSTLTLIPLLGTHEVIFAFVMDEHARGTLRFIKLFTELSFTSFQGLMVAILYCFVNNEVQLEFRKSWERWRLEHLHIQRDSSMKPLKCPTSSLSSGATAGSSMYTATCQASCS
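Stable HEK293 clone (constitutively active GLP-1R + cAMP-response luciferase); 200 cells/uL plated, 12 h pre-culture, compound 24 hr, 37 deg C/5% CO2; detection reagent 12 min RT; luminescence.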
GLP1R cytotox = cytotoxicity in counter-screen for GLP-1R inverse agonists; HEK293 cAMP-luciferase reporter cells, luminescence, 24 h; Potency, µM (doses to about 38.3 µM), for the others: at the highest dose activity change, negative = inhibition, most hits filed as inhibitors; hit rate 0.13% among 410,000; AID 624418;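 also: loss of luciferase light is scored as toxicity; potency is read from the fitted curve at half-maximal effect; % is scaled to controls: 0 for no effect and ±100 for the full control effect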
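Cells in DMEM/10% Nu serum/1% pen-strep, 1536-well format. Pre-incubated 12 h, dosed with 23 nL compound, incubated a further 24 h. Luciferase detection, 12 min at room temp, luminescence.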
PTHR1 agonist = PTHR1 (human) receptor agonism; Q03431; HEK293 GP2 PTHR1 cells, GloSensor cAMP luminescence, 1 h; Potency, µM (doses to about 115 µM), for inactives: at the top dose activation, usual class: activators; hit rate 0.075% among 410,000; also: potency is read from the fitted curve at half-maximal effect; nearly all actives have a fitted effect of over 55% in size; some results filed as inactive show a strong effect at the top dose; inactives centre near -15; many of its hits are not listed in these tables
Target sequence (Q03431 whole entry, looked up): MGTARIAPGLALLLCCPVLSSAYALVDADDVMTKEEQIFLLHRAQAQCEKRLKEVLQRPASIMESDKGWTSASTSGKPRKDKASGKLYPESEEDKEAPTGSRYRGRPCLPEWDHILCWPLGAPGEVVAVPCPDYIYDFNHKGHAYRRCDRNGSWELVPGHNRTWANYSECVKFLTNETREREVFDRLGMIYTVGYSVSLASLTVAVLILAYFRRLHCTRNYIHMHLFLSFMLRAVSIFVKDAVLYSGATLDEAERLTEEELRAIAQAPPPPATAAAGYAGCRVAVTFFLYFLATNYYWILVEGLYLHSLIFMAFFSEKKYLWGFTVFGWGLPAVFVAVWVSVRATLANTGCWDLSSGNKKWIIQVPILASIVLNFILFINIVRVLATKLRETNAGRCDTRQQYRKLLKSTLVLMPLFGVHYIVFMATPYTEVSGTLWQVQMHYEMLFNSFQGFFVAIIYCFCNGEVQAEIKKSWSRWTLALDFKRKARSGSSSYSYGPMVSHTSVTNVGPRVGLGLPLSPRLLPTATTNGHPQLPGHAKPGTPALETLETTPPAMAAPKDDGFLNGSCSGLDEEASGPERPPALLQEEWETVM
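HEK-293-derived GP2 cells expressing PTHR1 and a GloSensor cAMP reporter, 3,000/well, plated overnight, given luciferin plus IBMX (each 0.5 mM as added) for 1 h at 37 °C, then compound for 1 h at 37 °C. Luminescence was read after 15 min at room temperature.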
FUS yeast rescue = rescues growth of FUS-expressing yeast; hit rate 0.24% among 390,000; Potency, µM (highest dose often 76.6 µM), inactives show at the top dose growth rescue (activation), hits mostly activators; S. cerevisiae FUS-expressing, growth rescue, OD600, 24 h;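 also: potency is read from the fitted curve at half-maximal effect; plate controls were DMSO vehicle for no effect and reference control for full effect; nearly all actives have a fitted effect of over 55% in size; some results filed as inactive show a strong effect at the top dose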
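Restored growth of FUS-toxic S. cerevisiae, read as 600 nm absorbance after 24 h at 30C in galactose medium (starting OD 0.005). Controls CP55940 and DMSO.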
TDP43 rescue = rescues yeast growth from TDP-43 toxicity; TDP-43 expressing yeast growth rescue, BacTiter-Glo, 24 h; hit rate 1.8% among 410,000; AID 652104; Potency, µM (highest dose often 46.1 µM), inactives show at the highest dose growth rescue (activation), actives largely listed as activators; also: potency is read from the fitted curve at half-maximal effect; % of control where 0% means no effect; nearly all actives have a fitted effect of over 50% in size
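Cell-based yeast growth screen: TDP-43 expression induced in galactose, inoculum OD600=0.02 after raffinose pregrowth to mid-log. Read-out BacTiter-Glo luminescence at 24 hr, 30 deg C; inhibition of toxicity seen as signal increase.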
Starred values were filed as active, the others as inactive; i = inactive; ? = inconclusive; · = no result given; [ ] = dose if it differs, or a comment. Unless noted, calls follow the shape of the dose curve; as a rule, active = well fitted curve in the direction sought with a large enough effect; inconclusive = small, poorly fitted or top-dose-only effect, or another doubt; inactive = no such curve, though single readings can be large; an effect the other way counts as inactive or inconclusive. Some of the compounds tested; count on the stated rates, not on these rows.

SMILES	Akt phos inh	aSyn yeast inh	Mm-Cpn inhibitor	Abeta rescue	GLP1R inv ag	GLP1R cytotox	PTHR1 agonist	FUS yeast rescue	TDP43 rescue
COc1ccc(CN2C(=O)c3ccccc3C(/C=N/OCc3ccc(Cl)cc3)C2=O)cc1 (stereo not drawn)	i	8%	?	17%	?	163%[activator]	-28%	?	17%
COc1ccc(-c2noc(CCC(=O)NCCCN3CCN(c4ccccc4F)CC3)n2)cc1	i	-9%	-2%	-4%	?	-1%	-41%[inhibitor]	12%	6%
COc1ccc(NS(=O)(=O)c2cc(NC(=O)[C@@H](NC(N)=O)C(C)C)ccc2C)cc1	i	1%	1%	7%	-20%	-19%	i	-10%	-4%
COCCCNC(=O)Nc1ccc(F)cc1F	i	-2%	-3%	19%	7%	-7%	-5%[57.5 µM]	7%	-2%
FC(F)(F)c1cccc(Sc2nc(-c3ccccc3)nnc2C(F)(F)F)c1	i	0%	1%	17%	1%	-19%	-17%	-15%	23%
CCOC(=O)[C@]12CCCC=C1N(Cc1ccccc1)C(=O)[C@H](CC(=O)NCc1cccc(C(F)(F)F)c1)C2	i	20%	·	7%	?	-26%	-2%	40%	18%
CC1N/C(=C\C(=O)c2ccccc2)N(O)C1(C)C (stereo not drawn)	i	5%	0%	0%	7%	-4%	-19%[57.5 µM]	4%	3%
CS(=O)(=O)N1CCC(C(=O)Nc2cc(Cl)cc(Cl)c2)CC1	i	-9%	-3%	4%	?	-6%	0%	27%	-18%
CC(=O)Nc1cccc(NC(=O)CS(=O)(=O)c2cn(CC(=O)N3CCCC3)c3ccccc23)c1	i	3%	-1%	-1%	-9%	3%	i	14%	9%
O=C(O)CC(CC(=O)N1CCOCC1)c1ccccc1 (stereo not drawn)	i	-5%	2%	0%	16%	-9%	-2%	-25%	-1%
N#CCC(=O)Nc1ccc(C(=O)NCCc2c[nH]c3ccccc23)cc1	i	-6%	-2%	-15%	6%	-5%	-5%	32%	-11%
COc1ccc(-c2nc(CS(=O)(=O)CC(=O)NCCCN3CCN(C)CC3)c(C)o2)cc1	i	-4%	-1%	0%	-2%	0%	17%	-2%	-12%
COCCCNC(=O)c1ccc(Cn2c(SCc3ccc(F)cc3)nc3cccnc32)cc1	·	·	·	-16%	6%	-4%	-23%	8%	3%
N#CC(c1nc2ccccc2nc1N1CCCC1)S(=O)(=O)c1ccccc1 (stereo not drawn)	i	-11%	1%	0%	2%	74%[activator]	-9%	·	14%
Cc1ccc(/C=N/NC(=O)Cc2cccn2C)s1	i	-4%	2%	5%	20%	8%	-2%	?	5%
Fc1ccc(COc2ccc(Br)cc2CNCC2CCCO2)cc1 (stereo not drawn)	i	-1%	-3%	5%	?	?	?	?	0%
Cc1cc(Cl)ccc1NC(=O)CSc1nnc(Cc2cccs2)n1Cc1ccco1	i	11%	-4%	-1%	0%	-10%	-8%	?	?
Cn1c(=O)[nH]c2nc[nH]c2c1=O	i	-1%	0%	-3%	10%	0%	-24%	-26%	2%
CCOc1ccc(CNC(=O)C2CCN(S(=O)(=O)N3CCCC3)CC2)cc1OC	i	-7%	1%	-12%	-27%	10%	?	-1%	-26%
O=C(CCn1c(=O)c2sccc2n(Cc2cc(=O)n3ccccc3n2)c1=O)NCc1ccco1	i	2%	0%	16%	1%	-14%	i	-2%	-3%
S=c1[nH]nc2ccccn12	i	0%	·	-5%	12%	4%	-24%	-24%	12%
O=C(CSc1nnc(-c2ccncc2)n1CC1CCCO1)Nc1nccs1 (stereo not drawn)	i	-6%	1%	2%	6%	15%	i	10%	0%
O=C(COC(=O)c1cc(Cl)ccc1O)c1ccc2c(c1)OCO2	i	-1%	3%	4%	5%	6%	-36%[inhibitor]	-3%	?
Cc1ccc(C)c(NC(=O)COC(=O)c2ccc3ccccc3n2)c1	i	4%	-1%	8%	7%	0%	-1%	-6%	20%
COc1ccc(/C=N/NC(=O)c2[nH]ncc2Br)c(OC)c1	i	-2%	?	-7%	56%[activator]	45%[activator]	-86%	2%	-25%
CSc1nc(S(=O)(=O)c2ccc(C)cc2)c(Cl)s1	i	1%	3%	4%	?	-4%	-11%	3%	13µM*
CCCCc1cc(=O)oc2cc(C)cc(OCC(=O)NCC3CCC(C(=O)O)CC3)c12 (stereo not drawn)	i	2%	2%	-12%	5%	1%	-19%	15%	?
COc1ccccc1-c1cnn2c(NC3CCCC3)cc(C)nc12	i	-10%	-5%	-12%	?	-10%	-20%	25%	-7%
Cc1ccc(Cl)cc1N(C)C(=O)C1CCCN(c2ncnc3onc(-c4ccc(F)cc4)c23)C1 (stereo not drawn)	·	·	·	-22%	?	-16%	-78%	5%	35µM*
CCOc1cc(/C=C2/NC(=S)NC2=O)ccc1OCc1ccc([N+](=O)[O-])cc1	i	-1%	1%	0%	-12%	8%	-19%	·	0%
Cc1nn(C)c(C)c1/C=N/O	i	-4%	-14%	-4%	1%	2%	i	-9%	-19%
CC1CN(c2ccc(Oc3ccccc3)cc2)c2nc3c(c(=O)n(CC(N)=O)c(=O)n3C)n2C1 (stereo not drawn)	i	10%	1%	-3%	8%	0%	-2%	10%	18%
Cc1onc(C(=O)NCc2cccs2)c1[N+](=O)[O-]	i	7%	6%	3%	-21%	-11%	i	-16%	0%[0.397 µM]
NC(=O)C[C@@H]1NC(=O)CNC(=O)c2cc([N+](=O)[O-])cc(I)c2NCCC(C(N)=O)NC1=O (stereo partly drawn)	i	2%	2%	8%	2%	-27%	-23%	-17%	7%
Cc1ccc(S(=O)(=O)Nc2ccc(S(=O)(=O)Nc3nccs3)cc2)c([N+](=O)[O-])c1	i	-22%	0%	10%	4%	-11%	i	29%	5%
CCCC(=O)Nc1cccc(NC(=O)c2ccc3c(c2)OCO3)c1	-115%*	10%	1%	11%	-13%	-24%	i	1%	-1%
Cc1cc(C)cc(OCC(=O)NNC(=O)c2cc(C)[nH]n2)c1	i	1%	1%	-1%	1%	-8%	-5%[57.5 µM]	19%	-23%
COc1ccc(S(=O)(=O)c2cn(C)c3cc(N4CCOCC4)c(F)cc3c2=O)cc1	·	·	·	-13%	6%	-2%	-10%	16%	18%
COc1ccc(NC(=O)CC2C(=O)N(c3ccc(Cl)cc3)C(=S)N2CCc2ccccn2)cc1 (stereo not drawn)	i	-12%	0%	-12%	0%	18%	i	·	-9%
COc1ccc(CN(C)C(=O)CCl)cc1	i	-1%	-2%	-10%	?	-21%	-1%	-12%	18%
COc1ccc(NC(=O)c2cc(Br)ccc2Cl)c(OC)c1	i	-3%	2%	-3%	-1%	18%	-14%	·	12%
CCN(Cc1ccccc1)C(=O)/C=C/c1ccccc1[N+](=O)[O-]	i	-2%	0%	-13%	?	14%	i	16%	21%
CCSc1nc2c([nH]c3ccccc32)c(=O)n1-c1ccc(F)cc1	·	4%	·	-20%	-24%	5%	3%	-11%	-2%
CCN(C(=O)c1ccco1)c1nnc(-c2cccnc2)s1	i	6%	0%	-10%	63%[activator]	0%	i	1%	6%
Cc1ccc(-c2[nH]ncc2C(=O)c2ccccc2C)c(O)c1	i	14%	0%	5%	?	-7%	i	4%	-10%
COc1ccc(CCC(=O)OCC(=O)Nc2ccc3[nH]c(=O)[nH]c3c2)cc1	i	-3%	-1%	6%	19%	2%	i	-1%	5%
O=C(Nc1ccn(Cc2c(F)c(F)c(F)c(F)c2F)n1)c1cccc(Cn2cc([N+](=O)[O-])cn2)c1	i	-2%	3%	-2%	?	5%	i	50%	-15%
COc1ccc(Cl)cc1NC(=O)CSc1nncn1-c1cccnc1	i	5%	0%	6%	3%	1%	i	2%	19%
Cc1ccc(CNC(=O)CSc2nnc3n2CCCCC3)cc1	i	-10%	0%	-11%	-9%	4%	2%	-3%	-8%
Cc1cc(C)nc(CCNC(=O)CC2C(=O)NCCN2Cc2ccccc2)n1 (stereo not drawn)	i	-1%	0%	-1%	19%	0%	-4%	10%	-7%
CCc1cc(C(=O)N2CCN(c3ncccn3)CC2)sc1C	i	4%	0%	-7%	2%	0%	i	34%	-9%
CCOc1ccc(-c2cc(-c3nc(-c4cc(OC)c(OC)c(OC)c4)no3)[nH]n2)cc1	·	·	·	-6%	-9%	0%	-4%	-10%	5%
COc1ccc(N2CCN(C(=O)COC(=O)/C=C/c3ccc(OC(F)F)cc3)CC2)cc1	i	-2%	0%	8%	6%	-8%	-13%	·	?
Cc1ccc(-c2csc(NC(=O)C3=NN(C4CCS(=O)(=O)C4)C(=O)CC3)n2)cc1 (stereo not drawn)	i	-1%	2%	7%	1%	4%	i	16%	-15%
COc1ccc(-c2cc(C(F)(F)F)n3ncc(C(=O)O)c3n2)cc1OC	·	1%	-2%	-9%	11%	1%	i	12%	9%

Entries of single compounds, looked up by structure. Order of values: Akt phos inh, aSyn yeast inh, Mm-Cpn inhibitor, Abeta rescue, GLP1R inv ag, GLP1R cytotox, PTHR1 agonist, FUS yeast rescue, TDP43 rescue
`Cc1ccc(/C=N/NC(=O)Cc2cccn2C)s1` is entered as i, -4%, 2%, 5%, 20%, 8%, -2%, ?, 5%
`Cc1cc(C)cc(OCC(=O)NNC(=O)c2cc(C)[nH]n2)c1` is entered as i, 1%, 1%, -1%, 1%, -8%, -5%[57.5 µM], 19%, -23%
`N#CC(c1nc2ccccc2nc1N1CCCC1)S(=O)(=O)c1ccccc1` (stereo not drawn) is entered as i, -11%, 1%, 0%, 2%, 74%[activator], -9%, ·, 14%
